Keap1-Nrf2 PPI – Keap1-Nrf2 protein-protein interaction inhibitors, primary screen, biochemical, fluorescence polarization, single point; Kelch-like ECH-associated protein 1 (Homo sapiens), Q14145; AID 504523, 2011; Keap1 Kelch-Nrf2 peptide fluorescence polarization, 1536-well; inhibition, % at 9.4 µM; 340,000 compounds, 0.15% hits; in the data active = inhibition above about 12%;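 note: human Keap1 Kelch domain with fluorescein labeled Nrf2 9mer peptide probe; 0% = neutral control wells and 100% = peptide positive control; higher means more block of Keap1 binding to Nrf2 peptide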
Target sequence (Q14145 whole entry, looked up, the tested form may be a part): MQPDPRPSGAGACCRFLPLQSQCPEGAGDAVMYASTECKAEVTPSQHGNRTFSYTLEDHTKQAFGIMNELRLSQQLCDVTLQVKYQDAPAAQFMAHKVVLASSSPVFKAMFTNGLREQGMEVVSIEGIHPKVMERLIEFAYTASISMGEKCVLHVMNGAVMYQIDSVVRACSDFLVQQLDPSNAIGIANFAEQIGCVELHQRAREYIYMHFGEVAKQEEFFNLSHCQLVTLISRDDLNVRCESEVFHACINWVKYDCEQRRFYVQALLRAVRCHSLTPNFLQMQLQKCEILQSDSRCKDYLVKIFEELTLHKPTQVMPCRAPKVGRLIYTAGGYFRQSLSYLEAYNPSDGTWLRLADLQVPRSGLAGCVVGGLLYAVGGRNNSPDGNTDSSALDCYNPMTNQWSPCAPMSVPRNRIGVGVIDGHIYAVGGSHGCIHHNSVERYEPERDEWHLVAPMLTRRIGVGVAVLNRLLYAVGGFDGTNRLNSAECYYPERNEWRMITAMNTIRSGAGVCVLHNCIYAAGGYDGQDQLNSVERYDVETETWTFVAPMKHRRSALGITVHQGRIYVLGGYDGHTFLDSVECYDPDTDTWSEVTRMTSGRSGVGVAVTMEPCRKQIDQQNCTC
SR-BI DiI inh – inhibitors of SR-BI mediated HDL lipid uptake, primary screen, ldlA[mSR-BI] cells, fluorescence, single point. Scavenger receptor class B member 1 (Mus musculus), Q61009. inhibition, % at 12.5 µM. 320,000 compounds, 0.96% hits. ldlA[mSR-BI] CHO cells, DiI-HDL uptake fluorescence, 3 h. AID 488896, 2010;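 active = mean replicate inhibition of at least 70% and a set share of replicates each scoring 70 or more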;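 note: 0% = median of neutral control wells and 100% = median of positive control wells; values of inactives mirror those of a sister screen read the other way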
PvdQ inh – P. aeruginosa PvdQ acylase inhibitors, primary screen, biochemical, fluorescence, plate reader and imaging, single point | purified PvdQ acylase | inhibition, % at 10 µM | 340,000 compounds, 0.063% hits; in the data active = inhibition above about 30%, passing the limit was not always enough;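 note: 0% = vehicle neutral wells and 100% = reference inhibitor wells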
SR-BI uptake up – activators of SR-BI mediated DiI-HDL uptake, primary screen, ldlA[mSR-BI] CHO cells, DiI fluorescence | 3 h; 100 = double the neutral-control signal | activation, % at 12.5 µM | 320,000 compounds, 0.096% hits | AID 504775, 2011;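 active = mean replicate activation of at least 60% and every replicate at or above 60%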;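 note: 0% = median plate neutral-control signal and 100% = twice that signal; values of inactives mirror those of a sister screen read the other way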
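Test system: SR-BI-overexpressing, LDLR-lacking CHO cells; Medium: Ham's F12 with 0.5% BSA, HEPES 25 mM, pH 7.4; Schedule: 3 h, 37 °C; Technique: bottom-read fluorescence, 550/595 nm.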
PKA-R2B act – activators of PKA-R2B holoenzyme, primary screen, biochemical, fluorescence polarization, Cy5-IP20, human. activation, % at 11.4 µM. cAMP-dependent protein kinase catalytic subunit beta (Homo sapiens) + cAMP-dependent …. AID 504700, 2011. PKA-R2B holoenzyme dissociation; R2B truncated from residue 108, S112A mutant; 0% DMSO only, 100% 113 µM cGMP. 340,000 compounds, 0.079% hits;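 active = activation above a cutoff set at the mean over all compounds plus 3 SD, cut at about 18% in these data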;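 note: higher means more holoenzyme dissociation and a rise in polarization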
Target sequence (P31323 whole entry, looked up, other chains not shown, the tested form may be a part): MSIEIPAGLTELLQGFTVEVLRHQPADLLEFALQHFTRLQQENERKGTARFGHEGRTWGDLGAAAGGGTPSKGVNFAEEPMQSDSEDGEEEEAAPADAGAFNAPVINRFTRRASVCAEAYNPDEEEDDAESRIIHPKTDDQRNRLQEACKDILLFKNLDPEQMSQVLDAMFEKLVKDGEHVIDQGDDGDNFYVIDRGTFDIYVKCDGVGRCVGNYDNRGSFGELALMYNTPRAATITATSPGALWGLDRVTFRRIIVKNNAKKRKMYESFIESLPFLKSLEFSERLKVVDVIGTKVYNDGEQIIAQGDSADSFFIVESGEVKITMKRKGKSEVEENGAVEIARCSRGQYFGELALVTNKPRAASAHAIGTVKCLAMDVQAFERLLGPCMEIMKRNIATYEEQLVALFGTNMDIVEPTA
NSD2 inh – NSD2 histone methyltransferase inhibitors, primary screen, biochemical, AlphaScreen, single concentration, set 2 | Histone-lysine N-methyltransferase NSD2 (Homo sapiens), O96028 | NSD2 peptide methylation, 120 min | inhibition, % at 12.5 µM | 310,000 compounds, 0.54% hits | AID 743445, 2014; in the data active = inhibition above about 50%
DAGLB inhibitor – DAGLB lipase inhibitors, primary screen, biochemical, fluorescence, HTS; HEK293T DAGLB membrane lysate, EnzChek fluorogenic substrate; inhibition, % at 5.17 µM; 340,000 compounds, 0.059% hits; in the data active = inhibition above about 34%;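 note: 0% = enzyme with vehicle and 100% = wells lacking enzyme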
Arr AP2 block – inhibitors of beta-arrestin/AP2 binding, primary screen, biochemical, GPCR trafficking, flow cytometry; FITC-arrestin peptide / GST-AP2 beads; AP2 beta2 appendage carries R879A mutation; AID 504490, 2011; inhibition, % at 10 µM; 340,000 compounds, 0.31% hits;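 active = inhibition above a set limit, near 3 SD of compounds lacking own fluorescence, cut at about 54% in these data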;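 note: plate controls were DMSO wells for no effect and 5 µM unlabelled arrestin peptide for full effect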
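System: GST-tagged AP2 beta2-adaptin appendage (R879A) on 4 µm glutathione beads / Reagent: FITC-arrestin peptide, 50 nM / Detection: HyperCyt-sampled flow cytometry, FL1 channel, ex 488/em 535 nm / Timing: 12 min plus 1 h, RT / Buffer or medium: PBS plus Tween 20 (0.05%) and BSA (0.1%)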
LANA DNA inh – inhibitors of KSHV C-LANA binding to DNA, primary screen, biochemical, fluorescence polarization, FAM-LBS DNA, MBP-C-LANA, single point; Kaposi's sarcoma herpesvirus LANA C-terminal domain (residues 932-1162) DNA binding; inhibition, % at 9 µM; 340,000 compounds, 0.078% hits; AID 504423, 2011;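 active = highest replicate inhibition at or above 60% at 9 µM, even if other replicates fall short; inactive = all replicates below 60% inhibition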;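 note: 0% = neutral control wells and 100% = 4 µM acridine orange control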
RTF Ca sens inh – cardiac RTF calcium sensitivity inhibitors, primary screen, biochemical, IANBD-TnC fluorescence, EC70 calcium; Troponin I, cardiac muscle (Homo sapiens) + Troponin T, cardiac muscle (Homo sapiens) + …; IANBD-labeled cardiac RTF, Ca2+ fluorescence; inhibition, % at 7.15 µM; 340,000 compounds, 0.12% hits; AID 493244, 2011;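 active = inhibition above the mean inhibition of all tested compounds plus 3 SD, cut at about 17% in these data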;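 note: assay run at fixed EC70 calcium of 1.6 mM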
Starred values were filed as active, the others as inactive; nt = not tested or not shown.

SMILES | Keap1-Nrf2 PPI | SR-BI DiI inh | PvdQ inh | SR-BI uptake up | PKA-R2B act | NSD2 inh | DAGLB inhibitor | Arr AP2 block | LANA DNA inh | RTF Ca sens inh
COC(=O)CSc1cc(C)nc(NC(C)=O)n1 | -3 | -11 | -12 | 11 | 1 | -1 | 1 | 6 | -1.1 | -5
c1ccc(-n2nnnc2-c2cccnc2)cc1 | -2 | -21 | 3 | 21 | 1 | -1 | 0 | 32 | 0.1 | -3
CC(CNC(=O)CN1C(=O)COc2ccc(S(=O)(=O)N3CCCCC3)cc21)c1ccccc1 (stereo not drawn) | 4 | -22 | 11 | 22 | -4 | -3 | 0 | -5 | -2.4 | -7
CCN(CC)C(=O)[C@H]1C[C@H](CC(=O)NCCCN(C)C)C(=O)N2CCc3c([nH]c4ccc(Cl)cc34)[C@]12C | -4 | 1 | 9 | -1 | -6 | nt | -2 | 8 | 0.0 | 3
COc1cc(/C=C/C(=O)O)cc(S(=O)(=O)Nc2ccccc2Oc2ccccc2)c1OC | 2 | nt | -6 | nt | -1 | -9 | 0 | -13 | 1.4 | -3
Cc1ccc(NC(=O)CCC(=O)c2cccs2)c(Br)c1 | -6 | -2 | -13 | 2 | 6 | -2 | -2 | 2 | -0.3 | -5
CS(=O)(=O)c1cccc(NC(=O)C2CCCN2S(=O)(=O)c2ccc(F)cc2)c1 (stereo not drawn) | 6 | -3 | -11 | 3 | -10 | -3 | 0 | -9 | 0.7 | 0
c1ccc2[nH]c(-c3cnco3)cc2c1 | -1 | -10 | -19 | 10 | 14 | 2 | -7 | -4 | 1.3 | -8
N#CCc1cnc2ccccc2n1 | -5 | -31 | -11 | 31 | -1 | 8 | -2 | -3 | 1.3 | -8
Cc1ccc(-n2c(C)nnc2SC(C)C(=O)N2CCCC2)cc1 (stereo not drawn) | -3 | nt | 14 | nt | 0 | 7 | 0 | 4 | -0.6 | 2
C=C1CCN([C@@H](Cc2ccccc2)C(=O)NCCC(C)C)S(=O)(=O)c2ccccc21 | 6 | -15 | 3 | 15 | -8 | nt | -6 | 5 | -0.3 | -2
CC(C)(C)C(=O)NCc1ccc(C(=O)CSc2nnc(-c3ccncc3)n2C2CC2)s1 | -1 | -11 | 3 | 11 | -1 | -1 | 2 | 62* | -0.3 | -7
CCNC(=O)CN(c1ccc(CC)cc1)S(C)(=O)=O | 3 | -3 | -7 | 3 | -2 | -3 | -3 | -13 | 0.5 | 0
CC(C)C[C@H](NC(=O)OC(C)(C)C)c1nnc(SCc2cccc(F)c2)o1 | 2 | nt | 7 | nt | 8 | -7 | -7 | 12 | 1.0 | -5
CCC(NC(=O)N(Cc1ccccc1)Cc1ccc2c(c1)OCO2)(C(F)(F)F)C(F)(F)F | -1 | -17 | 1 | 17 | -2 | -4 | -1 | -3 | -0.4 | -3
CC(C)[C@H]1C=C(C(=O)O)O[C@@H](OCc2ccc(CO)cc2)C1 | -4 | -15 | 0 | 15 | -7 | nt | -4 | 27 | 0.1 | 1
CN1CCN(C(=O)c2cc([N+](=O)[O-])cc([N+](=O)[O-])c2)CC1 | 2 | -19 | 3 | 19 | -7 | 1 | -2 | -1 | -0.8 | -1
CC1(c2ccccc2)NC(=O)N(CC(=O)NC(=O)NCc2ccco2)C1=O (stereo not drawn) | -5 | -2 | -10 | 2 | -5 | 3 | 0 | -12 | -0.1 | 0
COc1ccc(C(=O)NCc2nnc(SCC(=O)Nc3nnc(C)s3)o2)cc1 | -3 | -3 | 6 | 3 | -12 | nt | 2 | 4 | -0.7 | 0
O=C(Nc1ccccc1)c1cccc(Cn2cc(C(F)(F)F)ccc2=O)c1 | 0 | 4 | -4 | -4 | -3 | 1 | -4 | 37 | 0.9 | 4
COc1ccc(OC)c(C2=NOC(C(=O)NCc3cccnc3)C2)c1 (stereo not drawn) | 8 | -16 | 26 | 16 | 1 | -2 | -2 | 5 | -1.5 | -2
Clc1ccc(-c2cc(-c3ccccc3)on2)cc1 | -5 | -33 | 1 | 33 | -2 | nt | -3 | 12 | 1.4 | 14
O=C(O)C1CCN(S(=O)(=O)c2ccc(N3CCC(O)CC3)c([N+](=O)[O-])c2)CC1 | 0 | -26 | -4 | 26 | 7 | -2 | 3 | -6 | -0.1 | 1
Cc1c(NC(=O)Nc2ccccc2[N+](=O)[O-])c(=O)n(-c2ccccc2)n1C | -1 | 1 | -9 | -1 | 11 | -3 | 0 | 3 | 0.8 | 1
COc1ccc(NC(=O)C23CC4CC(CC(Cl)(C4)C2)C3)cc1S(=O)(=O)N1CCOCC1 | -4 | -11 | -12 | 11 | -6 | 2 | -2 | 4 | 2.2 | -12
O=C(CSc1ncn[nH]1)N1CCOCC1 | 4 | 1 | -7 | -1 | -3 | -3 | 1 | 39 | 2.7 | -1
CCN(CC)S(=O)(=O)c1cc(NC(=O)Cn2ncc(Cl)c(Cl)c2=O)ccc1C | 2 | nt | -2 | nt | -11 | 6 | 4 | 38 | 2.0 | -6
CCOC(=O)C1=C(C)NC2=C(C(=O)CCC2)C1c1cc(OC)ccc1OC (stereo not drawn) | -5 | -21 | 6 | 21 | -11 | 3 | -7 | 18 | 0.1 | -1
c1cnc2c(OCc3nc4ccccc4[nH]3)cccc2c1 | 3 | -15 | -9 | 15 | -5 | -2 | -3 | 9 | 0.6 | 4
CN1CCN(C(=S)C(=O)Nc2ccc(Br)cc2)CC1 | -1 | -9 | 7 | 9 | 4 | 0 | -2 | 25 | 0.2 | 4
C=CCN1C(c2ccc(Br)cc2)=CS/C1=C(\C#N)c1nnc(N2CCOCC2)n1-c1ccccc1 | -1 | 3 | -8 | -3 | 2 | 32 | 5 | 14 | 0.5 | -5
CC(C)NS(=O)(=O)c1ccc2c(c1)oc(=O)n2C | -1 | -11 | -4 | 11 | -3 | nt | 0 | -5 | 0.6 | -2
COc1ccc(C(C)C)cc1S(=O)(=O)N1CCC(C(=O)N2CCN(C)CC2)CC1 | -4 | 18 | 0 | -18 | 0 | 0 | -4 | -3 | 1.1 | -4
COc1ccc(NS(=O)(=O)c2cccc(C(=O)NNC(=O)c3ccc(Br)o3)c2)cc1 | -4 | 4 | -6 | -4 | 2 | -1 | 0 | 8 | -0.9 | -1
COc1ccc(N2CCN(C(C)C(=O)Nc3nnc(C)s3)CC2)cc1 (stereo not drawn) | 2 | -32 | -10 | 32 | -7 | -2 | -2 | -3 | 1.0 | -6
C[C@H](NC(=O)C1CCN(S(=O)(=O)c2ccccc2)CC1)C(=O)NCc1cccc(Cl)c1 | -8 | 33 | -13 | -33 | -7 | 24 | -2 | -5 | -1.0 | 2
CCn1nc(C)c(C2C(C#N)=C(N)OC3=C2C(=O)CC(C)(C)C3)c1C (stereo not drawn) | -2 | -20 | -20 | 20 | 9 | 1 | 1 | 0 | -1.8 | 2
CC(=O)N(CCC(c1ccco1)C(C)C)Cc1ccc(OC(C)C)cc1 (stereo not drawn) | -4 | -1 | -11 | 1 | 0 | 20 | -7 | 3 | 0.7 | -6
Cc1ccc(NC(=O)CN2C(=O)NC(C)(C)C2=O)cc1S(=O)(=O)N1CCCCCC1 | -2 | 0 | -9 | 0 | 6 | -4 | 2 | -1 | 1.5 | 2
Cc1c(C(=O)NC2CC(=O)N(c3ccc4c(c3)OCCO4)C2)cccc1[N+](=O)[O-] (stereo not drawn) | 1 | -18 | -2 | 18 | -11 | -2 | 2 | -1 | 0.8 | 6
Cc1ccc(Nc2nc(C)cc(C)n2)c(Br)c1 | -3 | 30 | -12 | -30 | 0 | -4 | -4 | -9 | -1.5 | 2
CCn1cc(Br)c(C(=O)Nc2nccs2)n1 | -3 | 4 | 8 | -4 | -10 | -5 | 0 | 29 | -0.3 | -2
Cc1csc(N(C(=O)Cc2ccccc2F)c2ccccc2)n1 | -4 | -34 | -13 | 34 | 2 | -1 | -4 | -8 | -1.1 | -19
COc1cccc(/C=C/c2ccccn2)c1O | 0 | nt | 0 | nt | -6 | 3 | 0 | 28 | -1.2 | 0
CCCc1ccc(C(=O)NNc2ccc(F)cc2)cc1 | -4 | 1 | 18 | -1 | 1 | 6 | -3 | -5 | 0.8 | -5
C=CCc1ccccc1OCCCCN1CCCC1 | -9 | -26 | -18 | 26 | -5 | 8 | 0 | 12 | -1.3 | -3
CCc1cc2ccc(C)c(C)c2nc1SCC(=O)Nc1cc(C)on1 | 0 | -6 | -4 | 6 | 8 | 3 | -5 | -10 | -0.4 | 4
CCN(CC)S(=O)(=O)c1ccc(NC(=O)CSc2ncnc3ccccc23)cc1 | -4 | 35 | -19 | -35 | -10 | -2 | -5 | -14 | 3.3 | -5
O=S(=O)(c1ccc2c(c1)OCCO2)N1CCCN(S(=O)(=O)c2c(F)cccc2F)CC1 | 1 | -3 | -15 | 3 | -5 | nt | -4 | -4 | 0.7 | -7
O=C(O)/C=C\C(=O)Nc1ccc(N2CCN(c3ccc(Cl)c(Cl)c3)CC2)cc1 | 4 | 8 | 19 | -8 | -1 | 16 | 22 | 7 | 2.8 | 2
O=C(Nc1cccc(-n2cnnn2)c1)c1ccco1 | -4 | -8 | -13 | 8 | 3 | 1 | -5 | -2 | 0.5 | 0
CCN(CC)CCOC(=O)C1(c2ccccc2)CCOCC1 | -1 | -17 | -2 | 17 | 3 | 3 | -3 | 14 | 0.3 | -3
CN(CC(=O)Nc1ccc(F)cc1)C(=O)CCc1ccccc1 | -1 | -8 | 6 | 8 | -9 | 2 | -3 | -9 | -1.2 | 0
